Screening results: PubChem BioAssay, National Center for Advancing Translational Sciences (NCATS)
TGFb inhibitor = blocks TGF-b signaling. HepG2 CAGA-GFP TGF-b/SMAD3 reporter, GFP fluorescence, 18 h; TGF-beta stimulated, 500 pg/mL final. Potency, µM (top dose mostly 46.1 µM), inactives show at the top dose activity, negative = inhibition, actives largely listed as inhibitors. actives 1.2% (n = 410,000). AID 588855; note: potency is the fitted concentration of half-maximal effect; % is set by controls: 0 for no effect and ±100 for the full control effect; nearly all actives have a fitted effect of over 65% in size
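Smad-responsive CAGA-GFP expression was quantified in HEPG2 cells exposed to compounds and 500 pg/mL final TGF-beta for 18 h at 37 degrees C; unstimulated wells defined full inhibition.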
ATXN2 expr inh = ATXN2 expression inhibition; HEK-293 ATXN2-luciferase reporter, luminescence, 24 h; Potency, µM (highest dose often 57 µM), for the others: at the highest dose activity change, negative = inhibition, most hits filed as inhibitors; actives 0.72% (n = 360,000); note: potency is the fitted concentration of half-maximal effect; % is set by controls: 0 for no effect and ±100 for the full control effect; nearly all actives have a fitted effect of over 55% in size
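qHTS (up to 57 uM final) was run with 24 h compound exposure of reporter cells at 37 °C. Each well was multiplexed: SteadyGlo luminescence measured ATXN2-luciferase expression after a fluorogenic Gly-Phe-AFC viability readout (25 uM final).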
S2 tox = reduces viability in counter-screen for ATXN expression inhibitors; S2 cells (HEK-293 line with an ATXN2-luciferase reporter) viability, CellTiter-Fluor protease fluorescence, 24 h; Potency, µM (highest dose often 56.7 µM), most hits filed as cytotoxic; actives 0.49% (n = 400,000); note: potency is the fitted concentration of half-maximal effect; nearly all actives have a fitted effect of over 40% in size
Nrf2 inh = Nrf2 pathway inhibition; actives 2.1% (n = 360,000); AID 504444; A549 ARE-Fluc reporter, luciferase luminescence, 18-24 h; Potency, µM (titrated, usually from 46 µM), for inactives: at the highest dose activity change, negative = inhibition, actives largely listed as inhibitors; note: potency is the fitted concentration of half-maximal effect; % is set by controls: 0 for no effect and ±100 for the full control effect; nearly all actives have a fitted effect of over 60% in size
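Two sequential reads on A549 ARE_Fluc cells exposed to compound for 18-24 h: a CellTiter-Fluor fluorescence read for viability, then a luciferase luminescence read for Nrf2/ARE activity.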
EPAC2 ag = activates human EPAC2 exchange factor. Potency, µM (titrated, usually from 154 µM), inactives show top-dose activation, actives largely listed as activators. EPAC2 activation, biochemical qHTS; response scale: 100% = 6.5 mM cAMP response. Q8WZA2. AID 720711. actives 0.079% (n = 360,000); note: potency is the fitted concentration of half-maximal effect; nearly all actives have a fitted effect of over 50% in size
Target sequence (Q8WZA2 whole entry, looked up): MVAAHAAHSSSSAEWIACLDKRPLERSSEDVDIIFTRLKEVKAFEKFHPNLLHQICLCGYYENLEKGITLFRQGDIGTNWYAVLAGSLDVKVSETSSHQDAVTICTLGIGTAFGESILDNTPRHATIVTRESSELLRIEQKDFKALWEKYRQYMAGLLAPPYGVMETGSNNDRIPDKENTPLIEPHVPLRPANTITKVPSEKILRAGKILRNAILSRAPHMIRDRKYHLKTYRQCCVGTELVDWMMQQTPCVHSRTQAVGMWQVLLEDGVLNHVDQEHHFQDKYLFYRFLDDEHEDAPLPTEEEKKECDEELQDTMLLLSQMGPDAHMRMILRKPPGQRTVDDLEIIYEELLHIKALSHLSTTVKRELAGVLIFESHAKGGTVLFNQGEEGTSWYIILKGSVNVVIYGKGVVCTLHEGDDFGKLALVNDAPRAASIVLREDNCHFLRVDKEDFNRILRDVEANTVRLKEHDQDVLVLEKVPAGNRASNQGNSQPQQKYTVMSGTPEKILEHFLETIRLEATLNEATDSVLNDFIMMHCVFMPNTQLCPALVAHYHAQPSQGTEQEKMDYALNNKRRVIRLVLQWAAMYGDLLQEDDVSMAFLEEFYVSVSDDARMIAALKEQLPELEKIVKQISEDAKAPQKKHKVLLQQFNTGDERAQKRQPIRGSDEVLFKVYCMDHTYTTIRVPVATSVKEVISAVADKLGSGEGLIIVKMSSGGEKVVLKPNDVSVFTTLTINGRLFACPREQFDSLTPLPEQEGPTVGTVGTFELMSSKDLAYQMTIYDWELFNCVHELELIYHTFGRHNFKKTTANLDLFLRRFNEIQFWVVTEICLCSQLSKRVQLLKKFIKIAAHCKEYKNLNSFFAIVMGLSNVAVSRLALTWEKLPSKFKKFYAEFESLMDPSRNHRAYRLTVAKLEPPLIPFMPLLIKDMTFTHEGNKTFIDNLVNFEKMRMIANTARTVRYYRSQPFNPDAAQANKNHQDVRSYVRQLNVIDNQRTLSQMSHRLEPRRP
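Each well held 100 nM EPAC2, 250 nM RAP1B-BODIPY-GDP and 50 uM GDP. Fluorescence, read at 5-min intervals to 30 min, was referenced to a 6.5 mM cAMP positive control.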
HepG2 tox = HepG2 cytotoxicity, counter-screen for TGF-b inhibitors; HepG2 CAGA-GFP viability, ATP luminescence, 18 h; Potency, µM (series often up to 46.1 µM), inactives show top-dose activity change, negative = cytotoxicity, hits mostly cytotoxic; actives 0.76% (n = 410,000); note: potency is the fitted concentration of half-maximal effect; some results filed as inactive show a strong effect at the top dose
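HepG2 CAGA-GFP cells (1000/well, DMEM with 1% FBS) received compound, then TGF-beta at 500 pg/mL final, and were incubated 18 hours at 37 degrees C. Viability was read by CellTiter-Glo luminescence. Media-only wells were set as complete cell-killing and DMSO as no toxicity.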
IL2 activator = activates IL-2 in a cell-based reporter assay | IL-2 activation reporter assay, cell-based qHTS; stimulated with anti-CD3/CD4/CD28 beads; in transgenic mouse T cells | activation, % (series mostly up to about 46 µM) | actives 0.065% (n = 360,000) | AID 652025; in the data active = activation above about 50%; inconclusive = mostly about 30% to 49%; note: 0% is about no effect
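Unstimulated transgenic mouse T cells preincubated 60 min with compound, then stimulated with anti-CD3/anti-CD4-coated beads plus anti-CD28 for 18 h at 37 degrees C. IL-2 response read as EGFP and DsRed fluorescence by plate cytometry.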
A549 viability = counter-screen for Nrf2 inhibitors: cytotoxicity in A549 cells | A549 ARE-Fluc cells, CellTiter-Fluor viability, 18-24 h | actives 0.16% (n = 390,000) | Potency, µM (doses to about 46 µM), for inactives: at the top dose activity change, negative = cytotoxicity, most hits filed as inhibitors | AID 504648; note: potency is the fitted concentration of half-maximal effect; % is set by controls: 0 for no effect and ±100 for the full control effect
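Cytotoxicity counterscreen: CellTiter-Fluor fluorescence was measured in A549 ARE_Fluc cells after 18-24 h of compound exposure in a concentration series. The subsequent BugLite luminescent read reports ARE-luciferase activity.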
Nrf2 activator = Nrf2 pathway activation; Potency, µM (top dose mostly 46.1 µM), for the others: top-dose activation, usual class: activators; AREc32 ARE-luciferase reporter (MCF7-derived line), luminescence, 24 h; actives 0.31% (n = 410,000); note: potency is the fitted concentration of half-maximal effect; % of control where 0% means no effect; nearly all actives have a fitted effect of over 65% in size
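Nrf2 activation is followed as ARE-luciferase induction in the AREc32 line after one day of compound treatment; luminescence is read with Steady-Glo.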
Starred values were filed as active, the others as inactive; i = inactive; ? = inconclusive; / = not tested or not shown; [ ] = remark or other dose. Unless noted, calls come from the whole dose curve; as a rule, active = well fitted curve in the direction sought with a large enough effect; inconclusive = small, poorly fitted or top-dose-only effect, or another doubt; inactive = no such curve, though single readings can be large; an effect the other way counts as inactive or inconclusive. Compounds were not picked by outcome; 4.3% or so of the library scored in one or more.

The first two compounds, to show the layout:
compound	TGFb inhibitor	ATXN2 expr inh	S2 tox	Nrf2 inh	EPAC2 ag	HepG2 tox	IL2 activator	A549 viability	Nrf2 activator
O=C1NCCCc2c1no[n+]2[O-]	2%	3%	i	-11%	13%	3%	-1.4	-11%	0.4%
Cc1cccc(C(=O)NC(=S)Nc2ccccc2C(F)(F)F)c1	?	45%[activator]	i	23%	3%	-18%	0.2	18%	1.0%[9.22 µM]

The whole of this part, repeating the preview:
compound	TGFb inhibitor	ATXN2 expr inh	S2 tox	Nrf2 inh	EPAC2 ag	HepG2 tox	IL2 activator	A549 viability	Nrf2 activator
O=C1NCCCc2c1no[n+]2[O-]	2%	3%	i	-11%	13%	3%	-1.4	-11%	0.4%
Cc1cccc(C(=O)NC(=S)Nc2ccccc2C(F)(F)F)c1	?	45%[activator]	i	23%	3%	-18%	0.2	18%	1.0%[9.22 µM]
C/C(NCc1cccnc1)=C(\C#N)C(=O)NCc1ccccc1	6%	1%	i	19%	-84%[15.6 µM]	13%	-0.3	0%	2.6%
COc1ccc(N(CC(=O)N/N=C(\C)c2ccc(C)cc2)S(=O)(=O)c2ccccc2)cc1	1%	-9%	?	5%	-8%	3%	-0.7	1%	-0.4%
COC(=O)CSc1cnc2ccccc2n1	?	-15%	i	-3%	4%	-17%	-0.1	0%	-0.8%
O=C1C2C3C=CC(C3)C2C(=O)N1CN(Cc1ccccc1)CN1C(=O)C2C3C=CC(C3)C2C1=O (configuration not stated)	16%	2%	i	?	5%	6%	-3.5	-4%	-0.8%
COc1cccc(N2CCN(C(=O)CN3C(=O)COc4ccc(S(=O)(=O)N5CCC(C)CC5)cc43)CC2)c1	4%	11%	?	10%	/	2%	/	-3%	-0.2%
COc1ccc(CNC(=O)CN2C(=O)CCSc3ccc(S(=O)(=O)N4CCCC4)cc32)cc1	-4%	-4%	i	0%	-11%	-11%	-1.7	-3%	-0.5%
CCNC(=O)C1(C)CCN(C(=O)c2cccc(OC(C)=O)c2C)C1 (configuration not stated)	27%	8%	i	/	4%	0%	1.1	/	-1.1%
O=C(CO/N=C/c1ccc(OC(F)F)cc1)NC1CCCC1	1%	-8%	i	-24%	1%	-10%	-1.9	-2%	0.0%
Cc1ccc(NC(=O)CCCN2C(=O)c3cccc4cccc(c34)C2=O)cc1	13%	?	?	15µM*	4%	26%	-3.7	?	-0.5%
CC(=O)Nc1ccccc1C(=O)C(=O)Nc1ccc(C)c(F)c1	?	63%[activator]	i	?	-6%	-12%	0.0	-13%	3.1%
Cc1ccc(CNC(=O)c2ccc(S(=O)(=O)N3CCCCC3)cc2)cc1	-9%	-4%	?	-11%	-1%	-7%	0.7	-5%	-0.8%
CCCCn1c(N)c(N(CC)C(=O)c2ccc(Cl)c([N+](=O)[O-])c2)c(=O)[nH]c1=O	-1%	-10%	i	-9%	3%	-15%	-1.1	5%	0.7%
O=S(=O)(NCCC1=CCCCC1)c1c(Cl)cccc1Cl	-19%	4%	i	-4%	2%	-11%	-3.0	10%	0.3%
Cc1nn(-c2ccccc2)cc1/C=N/NC(N)=S	?	30%	?	4%	-5%	2%	-1.1	-7%	7.3%
Cc1ccc(NC(=O)c2oc3ccccc3c2NC(=O)Cc2ccccc2)cc1	1%	4%	i	-8%	/	-27%	/	6%	0.5%
Cc1cccnc1NC(=O)CNC(=O)c1cccs1	-28%	-2%	i	8%	-1%	-46%	-2.1	-1%	-0.2%
CC(=O)Nc1ccc(NC(=O)CSc2ncnc3sc(C)c(C)c23)cc1	25%	-7%	i	7%	8%	-5%	0.2	-1%	2.4%
Cc1nc([N+](=O)[O-])c(Sc2nc3ccccc3[nH]2)n1Cc1ccccc1	-50%	-5%	?	?	-5%	-32%	-0.5	-26%	?
Cc1ccccc1/C=C1\Sc2ccc(C(=O)N3CCN(c4ccccn4)CC3)cc2N(C)C1=O	-27%	-24%	?	?	7%	-1%	1.3	-15%	0.3%
Cc1ccc(-c2nc(NC(=O)c3nn(C)cc3[N+](=O)[O-])sc2C)cc1	?	?	?	18µM*	3%	-125%	-3.4	?	-5.2%
CCc1nc2ccc(C(=O)N3CCCC(C(N)=O)C3)cn2c1N(C)Cc1ccc(OC)cc1 (configuration not stated)	-3%	12%	i	/	0%	-7%	1.3	/	0.0%
NC(=O)c1cc(C(=O)c2ccccc2Cl)c[nH]1	4%	6%	i	-7%	2%	-2%	-2.5	2%	-0.5%
COc1ccc(-c2cc(C(=O)OCC(=O)N3CCCC3)c3ccccc3n2)cc1	0%	-15%	?	-28%	9%	-1%	1.1	-13%	-0.6%
c1ccc(-c2nc(-n3nc4ccccc4n3)nc3ccccc23)cc1	7%	56%[activator]	i	?	26%	16%	-0.9	-7%	2.7%
C=CCc1cc(C=O)cc(OCC)c1O	5%	-2%	i	8%	4%	5%	-0.3	-11%	10%
CC1=CC=CN2CC(O)CN=C12 (configuration not stated)	-1%	6%	i	12%	-2%	-6%	-0.6	-12%	-0.3%
CC(C)CC(=O)Nc1ccc(N2CCOCC2)cc1	2%	19%	i	9%	11%	-5%	-0.1	-3%	0.3%
CC1=NNC(=O)C1CCC(=O)N/N=C/c1c(Cl)cccc1Cl (configuration not stated)	0%	?	i	-5%	10%	-28%	0.7	2%	6.1%

compound	TGFb inhibitor	ATXN2 expr inh	S2 tox	Nrf2 inh	EPAC2 ag	HepG2 tox	IL2 activator	A549 viability	Nrf2 activator
Cc1ccc(CNC(=O)CCCN2C(=O)CCn3nc(-c4cccn4C)cc32)cc1	-29%	10%	i	/	/	-1%	/	27%	3.5%
COCCNC(=O)c1ccc(-c2csc(C)n2)cc1	1%	/	i	?	9%	5%	0.5	-6%	3.5%
Cc1ccc(-n2nc(CO)c(C(=O)NCCCc3ccccc3)n2)cc1C	?	/	/	8%	/	-22%	/	1%	-0.4%
CC(C)OCCCNC(=O)NC12CC3CC(CC(C3)C1)C2	-7%	16%	i	8%	-12%	-24%	0.9	-9%	0.4%
Cc1ccc(NC(=O)CN2C(=O)C3CC=CCC3C2=O)cc1S(=O)(=O)N1CCOCC1 (configuration not stated)	7%	5%	i	0%	3%	-2%	-1.2	0%	-0.8%
CCC/C=N/NC(=O)c1cccc(Br)c1	0%	12%	i	0%	4%	-4%	-0.4	5%	4.3%[9.22 µM]
CC(C)NC(=O)CSCc1cccc(Br)c1	?	6%	i	3%	7%	-3%	-2.3	-6%	0.4%
O=C(CN1C(=O)COc2ccccc21)NCCN1CCC(Cc2ccccc2)CC1	-18%	-18%	i	3%	11%	-20%	-1.1	-2%	-0.9%
COc1ccc(S(=O)(=O)N2CCC(C(=O)NCCOc3ccccc3F)CC2)cc1OC	-3%	-10%	i	-21%	11%	5%	-1.3	-9%	0.3%
CC(OC(=O)c1ccccc1Nc1ccc(SC(F)F)cc1)C(N)=O (configuration not stated)	?	-34%	?	26µM*	-4%	-46%	-5.4	-3%	2.8%
CC(=O)Nc1ccc(S(=O)(=O)NC(CC(=O)NC2CCCCC2C)C(C)C)cc1 (configuration not stated)	?	-4%	i	/	-12%	-8%	0.5	-8%	-0.1%
Cc1cccc(C)c1NC(=O)N1CCCCCCC1	0%	-1%	i	9%	-7%	-34%	-0.1	-1%	-0.9%
CCN(CC)CCN1C(=O)c2oc3ccccc3c(=O)c2C1c1cccc(Br)c1 (configuration not stated)	?	3%	i	19%	-1%	2%	0.0	-12%	7.2%
Cn1c(=O)[nH]c(=O)c2c1nc(Br)n2CCSc1nnnn1-c1ccccc1	-4%	-5%	i	?	-3%	-36%	-0.5	1%	3.8%
COc1ccc(-c2noc(-c3ccc(C)cc3Cl)n2)cc1OC	-1%	16%	i	?	/	0%	/	6%	3.3%
CCCCCCCCN1C(=O)[C@H](CC(=O)NCCCN2CCCC2=O)C[C@@]2(C(=O)OC)CCCCC=C12	/	-17%	?	/	-16%	/	0.8	/	0.8%
COc1ccc(S(=O)(=O)Nc2cc3c4c(c2)C(C)C(=O)N4CCC3)cc1OC (configuration not stated)	1%	-5%	i	?	4%	-5%	-0.4	5%	-0.3%
O=C(Oc1ccc(NC2=C(Cl)C(=O)c3ccccc3C2=O)cc1)c1ccc([N+](=O)[O-])cc1	-9%	/	?	11%	13%	4%	-0.8	3%	5.5%
Cc1ccccc1NC(=O)CC1SC(=NC2CCCCC2)NC1=O (configuration not stated)	?	0%	?	/	1%	-24%	0.3	0%	0.6%
CCN(CCn1cccn1)C(=O)CC1C(=O)NCCN1Cc1ccc(OC)c(OC)c1 (configuration not stated)	2%	/	i	14%	6%	11%	-2.9	7%	2.2%
CC(C)CC(C(=O)NCc1ccc(F)cc1)N1Cc2ccccc2C1=O (configuration not stated)	-1%	/	/	?	/	-4%	/	8%	3.5%
COc1ccc(OC)c(/C=C/C(=O)OCC(=O)Nc2ccc3c(c2)OCCO3)c1	-9%	-5%	i	-1%	7%	-14%	0.5	-2%	5.5%
CCOCCCN1C(=O)C2C(C(=O)Nc3ccc(OCC)cc3)C3C=CC2(O3)C1C(=O)NC1CCCCC1 (configuration not stated)	0%	1%	i	3%	6%	7%	4.4	-19%	-0.9%
COc1ccc(OC)c(-c2cc(C(=O)NCCN3CCOCC3)no2)c1	5%	0%	i	-6%	-12%	-41%	-0.3	3%	4.7%
Cc1nn(C(C)(C)C)c(OC(=O)c2cccs2)c1S(=O)(=O)c1ccccc1	?	-25%	i	?	3%	-74%	-2.6	-29%	0.6%
